PKA-R1A act = activators of PKA-R1A holoenzyme, primary screen, biochemical, fluorescence polarization, Cy5-IP20, bovine R1A, mouse PKAc | activation, % at 11.4 µM | actives 0.083% (n = 340,000) | cAMP-dependent protein kinase type I-alpha regulatory subunit (Bos taurus) + … | AID 504707, 2011 | PKA-R1A dissociation; scaled: DMSO 0%, 113 µM cGMP 100%;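 active = percent activation above the mean of all tested compounds plus 3 SD, cut at about 19% in these data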;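 note: higher means more PKAc released from R1A so a rise in polarization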
Pemphigus Ab inh = inhibitors of pemphigus antibody binding to DSG3, primary screen, biochemical, bead-based, flow cytometry, scFv-GFP; DSG3-coupled beads, scFv-anti-DSG3-GFP binding; hits give low values; binding (percent of control), % at 10 µM; actives 0.48% (n = 310,000);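 active = binding more than 3 SD below its plate's average and above zero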;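 note: hits lower antibody fragment binding to DSG3; some compounds called inactive have numbers as strong as hits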
HTR5A ag = HTR5A agonists in luminescence cell assay, primary screen, counter-screen for OPRM1-OPRD1 heterodimer agonist project, full-deck HTS; 5-hydroxytryptamine receptor 5A (Homo sapiens), P47898; activation, % at 9.3 µM; cell-based; actives 0.61% (n = 340,000); in the data active = activation mostly above about 9.5%, no sharp cut-off; inactive = mostly below about 7.6%;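 note: 0% = cells with vehicle only and 100% = reference agonist; strong numbers were not always called active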
AddAB inh = growth inhibition of E. coli expressing H. pylori AddAB, primary screen, AddAB inhibitor project, absorbance; AID 435030, 2010; actives 0.29% (n = 330,000); inhibition, % at 11.9 µM; in the data active = inhibition above about 12%;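 note: 0% = vehicle wells of infected cells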
HTR5A inv ag = HTR5A inverse agonists in luminescence cell assay, primary screen, counter-screen for OPRM1-OPRD1 heterodimer inverse agonist project, full-deck HTS | HTR5A cell line, inverse agonism | inhibition, % at 9.3 µM | actives 0.083% (n = 340,000); in the data active = inhibition mostly above about 23%, no sharp cut-off; inactive = mostly below about 18%;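 note: 0% = cells with DMSO and 100% = no-cell wells with DMSO; some compounds called inactive have numbers as strong as hits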
OPRM1-OPRD1 ag = agonists of OPRM1-OPRD1 heterodimerization, primary screen, cell-based, luminescence; Mu-type opioid receptor (Homo sapiens) + Delta-type opioid receptor (Homo sapiens), …; cells; activation, % at 9.3 µM; actives 0.3% (n = 340,000); in the data active = activation above about 18%;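 note: 0% = vehicle-treated cells and 100% = reference agonist; values of inactives mirror those of a sister screen read the other way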
Target sequence (P35372 whole entry, looked up): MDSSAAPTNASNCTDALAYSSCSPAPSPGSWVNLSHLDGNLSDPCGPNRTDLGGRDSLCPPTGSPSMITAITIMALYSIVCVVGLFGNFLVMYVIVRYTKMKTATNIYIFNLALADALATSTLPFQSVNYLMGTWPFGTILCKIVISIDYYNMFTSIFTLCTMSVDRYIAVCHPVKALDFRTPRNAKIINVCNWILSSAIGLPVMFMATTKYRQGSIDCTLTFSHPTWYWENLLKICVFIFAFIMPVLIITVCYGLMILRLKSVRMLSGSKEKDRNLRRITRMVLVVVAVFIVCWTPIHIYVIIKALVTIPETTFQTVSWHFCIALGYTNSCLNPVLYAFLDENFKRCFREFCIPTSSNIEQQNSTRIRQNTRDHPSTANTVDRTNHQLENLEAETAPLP
Target sequence (P41143 whole entry, looked up): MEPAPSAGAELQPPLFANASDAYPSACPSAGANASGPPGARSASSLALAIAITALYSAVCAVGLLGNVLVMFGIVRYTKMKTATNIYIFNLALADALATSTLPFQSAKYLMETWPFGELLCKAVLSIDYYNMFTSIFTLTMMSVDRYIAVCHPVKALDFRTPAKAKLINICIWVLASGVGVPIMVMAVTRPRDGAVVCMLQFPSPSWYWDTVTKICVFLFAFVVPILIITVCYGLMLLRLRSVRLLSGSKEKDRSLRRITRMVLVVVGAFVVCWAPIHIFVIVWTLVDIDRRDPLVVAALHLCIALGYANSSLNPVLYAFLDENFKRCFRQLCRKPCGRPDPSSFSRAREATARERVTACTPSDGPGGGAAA
PfHsp90 yeast 2 = growth inhibition of PfHsp90-expressing yeast, primary screen, antimalarial PfHsp90 inhibitor project, S. cerevisiae, BacTiter-Glo luminescence, single point, set 2; BacTiter-Glo ATP, 48 h; yeast lacking PDR1 and PDR3 efflux regulators; inhibition, % at 9.4 µM; actives 0.32% (n = 310,000); AID 504621, 2011;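 active = every replicate shows inhibition above about 80%, whatever the replicate mean, limit read from the data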;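 note: 0% = DMSO neutral controls and 100% = 20 µM radicicol positive controls; yeast relying on Plasmodium falciparum Hsp90 in place of its own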
phage Ecoli inh = growth loss of phage-infected E. coli, primary screen, RecBCD inhibitor project, absorbance, with phage, HTS; inhibition, % at 11.9 µM; actives 0.26% (n = 360,000); in the data active = inhibition above about 11%
OPRM1-OPRD1 inv = inverse agonists of MOR-DOR heterodimerization, primary screen, cell-based, luminescence; Mu-type opioid receptor (Homo sapiens) + Delta-type opioid receptor (Homo sapiens), …; cell-based MOR-DOR heterodimer luminescence, inverse agonism; inhibition, % at 9.3 µM; actives 0.21% (n = 340,000); AID 504357, 2011; in the data active = inhibition above about 22%, passing the limit was not always enough;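 note: 0% = cells with DMSO and 100% = wells without cells with DMSO; values of inactives mirror those of a sister screen read the other way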
E coli growth = E. coli V3065 growth inhibition, primary screen, counter-screen for AddAB inhibitor project, absorbance, OD600; inhibition, % at 11.9 µM; 18 h; actives 0.27% (n = 330,000);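 active = inhibition above the campaign's mean inhibition across all tested compounds plus 3 SD, cut at about 9.9% in these data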;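 note: uninfected addAB+ strain grown without phage in ampicillin broth; 0% = DMSO wells and 100% = ciprofloxacin 0.95 µg/ml wells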
SUMO Mot1 rescue = yeast Mot1-301 growth rescue at high temperature, primary screen, SUMOylation pathway inhibitor project, S. cerevisiae, ATP luminescence, 38.5C; S. cerevisiae Mot1-301 growth rescue; percent above DMSO median, 100 means doubled; growth rescue, % at 18.8 µM; actives 1% (n = 320,000);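 active = every valid replicate shows activation above 250% relative to neutral control wells; inactive = the rest, any valid replicate at or below 250%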;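 note: OY570 slx delta 5 strain wells were the positive control but not used for scaling; some compounds called inactive have numbers as strong as hits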
* marks the source's active call; other numbers are inactive results; nt = not tested or not shown.

SMILES | PKA-R1A act | Pemphigus Ab inh | HTR5A ag | AddAB inh | HTR5A inv ag | OPRM1-OPRD1 ag | PfHsp90 yeast 2 | phage Ecoli inh | OPRM1-OPRD1 inv | E coli growth | SUMO Mot1 rescue
CCC(=O)N1CCC2(CC1)Oc1ccc(Cl)cc1C(=O)C21CC(c2ccc(Cl)cc2)=NO1 (centres undefined) | -16 | 107 | 12 | 2.8 | -6 | -2.6 | -11 | 2.8 | 16 | -1.0 | 19
COc1ccc(S(=O)(=O)NCCCn2ccnc2)cc1C(C)(C)C | -19 | 111 | 0 | 2.4 | 0 | -1.3 | -2 | -2.7 | 6 | -0.8 | -4
CCSc1nnc(-c2cc(Br)ccc2NC(C)=O)c(=O)[nH]1 | -2 | 84 | 1 | 0.1 | -2 | -2.7 | -3 | 1.2 | 14 | 0.2 | 6
Cc1cc2ncc(C(=O)Nc3ccccc3)c(C)n2n1 | 11 | 98 | 0 | 1.1 | 7 | -2.3 | -3 | 2.0 | 13 | -0.6 | 9
CCCn1c(C)cc(/C=C(\C#N)C(=O)OCC(=O)N(C)c2c(N)n(Cc3ccccc3)c(=O)[nH]c2=O)c1C | 6 | 106 | 8 | 2.0 | -21 | -3.4 | nt | 1.7 | 18 | -0.7 | 232
Cc1nn2c(NCc3ccccn3)cc(C(C)C)nc2c1-c1ccccc1 | -5 | 112 | -3 | -1.2 | -5 | 0.1 | 5 | -1.3 | 0 | -4.2 | -20
COc1ccc(S(=O)(=O)N2CCCN(CC(=O)Nc3ccccc3F)CC2)cc1 | -5 | 112 | -1 | 4.6 | -46 | 1.2 | 3 | 1.1 | -10 | -0.9 | 242
COCCn1c(Cc2ccccc2)nnc1SCC(=O)N(C)C | 9 | 96 | 0 | 3.2 | -32 | -2.2 | 5 | 3.4 | 12 | 0.3 | -15
Cc1nc2ccccc2cc1C(=O)O | -3 | 68 | 2 | -0.5 | -7 | -0.6 | -5 | 2.9 | 3 | -0.4 | nt
CC1CCC(C(C)C)C(OC(=O)C2=C3c4ccccc4S(=O)(=O)N3CC2)C1 (centres undefined) | 8 | 102 | 3 | -2.3 | -10 | -0.5 | 7 | 0.2 | 3 | -1.8 | nt
CCOC(=O)C(CCCOc1ccccc1C)C(=O)OCC | 7 | 110 | 0 | 0.3 | -15 | 1.8 | -7 | 1.9 | -10 | -0.7 | -11
COc1ccc(OC)c(C2=Nn3c(nnc3-c3ccncc3)SC2)c1 | 0 | 96 | -4 | 3.1 | -5 | -1.1 | 19 | 1.1 | 6 | 0.1 | -7
O=C(Nc1nc(-c2ccc(Br)cc2)cs1)c1cccnc1 | -13 | 118 | -1 | -0.2 | 2 | -2.4 | -6 | 0.5 | 11 | -1.0 | -13
COc1ccccc1OCC(=O)Nc1ccc(S(=O)(=O)N2CCCC2)cc1 | -7 | nt | -1 | 3.0 | 2 | -3.1 | 4 | 6.3 | 16 | -1.2 | -14
O=C(CCn1cnc2ccccc2c1=O)Nc1ccc(S(=O)(=O)N2CCCCC2)cc1 | -7 | 97 | 2 | 2.0 | -5 | -1.9 | 8 | 3.4 | 10 | 0.5 | -13
COc1ccc(C(=S)N2CCC(C(N)=O)CC2)cc1Br | -6 | 100 | -1 | 2.6 | 3 | -1.5 | -5 | 3.2 | 8 | -1.1 | 254
O=c1[nH]c(CSc2ncn[nH]2)nc2ccccc12 | -7 | 99 | 3 | -0.5 | -9 | -2.2 | 11 | -0.8 | 12 | -2.8 | -15
COc1ccccc1N1CCN(/N=C/c2c(C)nn(-c3ccccc3)c2C)CC1 | -5 | 95 | 1 | -3.1 | -13 | -2.8 | -16 | 1.4 | 14 | -0.7 | 16
CCOC(=O)c1cnc2nc(C)nn2c1N | 8 | 122 | 3 | -2.8 | -9 | -3.1 | nt | 0.6 | 15 | -0.7 | 3
Cc1c(Br)c([N+](=O)[O-])nn1CC(=O)Nc1cccc2nonc12 | -18 | 112 | -2 | -0.8 | 6 | 1.9 | nt | 0.9 | -9 | 1.7 | -3
O=c1[nH]c(SCc2nc3ccccc3n2Cc2ccccc2)nc2ccccc12 | -2 | 110 | 6 | 0.7 | -20 | 0.9 | 1 | -0.1 | -5 | 1.5 | 1
C=CCn1c(SC(C)C(=O)Nc2ccc(Cl)cn2)nnc1C1CC1 (centres undefined) | 0 | 99 | 0 | 0.3 | 5 | 3.4 | nt | -0.2 | -22 | 0.6 | -24
CN(CCC#N)C(=O)c1cc2c(s1)-c1ccccc1SC2 | 6 | 100 | 2 | -0.9 | -9 | 1.0 | -30 | 1.4 | -5 | -2.2 | -2
Cc1c(Nc2cc(=O)oc3ccccc23)c(=O)n(-c2ccccc2)n1C | -1 | nt | 10 | 1.6 | -26 | 3.9 | nt | 2.1 | -23 | -0.2 | -14
COc1ccc(C(=O)COC(=O)c2sc(C)nc2C)cc1OC | -4 | nt | 2 | 0.9 | -4 | -2.0 | 21 | 0.7 | 8 | -1.8 | -12
CCOC(=O)CN(c1ccccn1)S(=O)(=O)c1ccccc1 | -3 | 102 | 2 | 1.2 | 3 | -1.4 | -1 | 2.6 | 9 | -3.2 | -5
CCn1c(CC(=O)Nc2ccc(C)cc2)nnc1SCC(=O)Nc1nc(C)cs1 | 8 | 104 | 4 | 4.1 | 13 | -0.6 | 10 | 4.8 | 3 | -0.5 | -7
COc1ccc2[nH]c(C(=O)N/N=C/c3ccccc3OC)cc2c1 | -3 | 105 | -1 | 3.5 | 2 | 7.2 | 0 | 0.1 | -35 | -0.8 | 503*
CC(C)C(=O)N[C@@H]1c2ccccc2CC[C@H]1OCc1ccccc1 | -4 | 96 | 2 | 1.4 | -6 | -2.3 | 3 | 1.2 | 11 | 1.2 | nt
CCn1cc(C(=O)NCCCN2CCCC(C)C2)c(=O)c2cc(S(=O)(=O)N3CCc4ccccc4C3)ccc21 (centres undefined) | 10 | 99 | 7 | 0.9 | 18 | -3.4 | 9 | 2.1 | 17 | -0.9 | -1
Cc1c(-c2ccc(Cl)cc2)[n+](=O)c2c(n1[O-])CCCC2 | -14 | 103 | 4 | -1.0 | -17 | -2.1 | 3 | -1.5 | 11 | 0.8 | 666
CCOc1ccc(N2C(=O)CC(N3CCN(C(=O)CN4CCCC4)CC3)C2=O)cc1 (centres undefined) | -5 | 93 | 5 | 0.6 | -12 | 1.2 | 5 | -1.4 | -8 | 0.2 | 13
COc1ccccc1C(=O)NNC(=O)C(=O)Nc1ccc(C)cc1 | -6 | 112 | 6 | -4.4 | -13 | 0.0 | -30 | -6.7 | 0 | -9.0 | 0
C=C1CCN(C(C(=O)OC)C(C)C)S(=O)(=O)c2ccc(F)cc21 (centres undefined) | -1 | 101 | 2 | 2.1 | 6 | -1.1 | nt | 1.5 | 6 | -4.5 | 16
COc1ccc(N2CCN(C(=O)CSc3nnc4c(C)cc5cc(C)ccc5n34)CC2)cc1 | -12 | 104 | 3 | 3.1 | 13 | -2.8 | -25 | -1.6 | 14 | 0.1 | -4
COC(=O)c1ccc(NC(=O)c2ccccc2SC)cc1 | -2 | 101 | 3 | -0.6 | 3 | -1.5 | 2 | 0.5 | 9 | 0.4 | 154
CCCCn1c(N)c(N(CC)C(=O)CSCc2ccc(C)cc2)c(=O)[nH]c1=O | 13 | 109 | -7 | 5.6 | 17 | -3.8 | 16 | 0.2 | 15 | 2.1 | -18
CCC1(c2ccccc2)NC(=O)N(CC(=O)N(C)CC(=O)Nc2cccc(F)c2)C1=O (centres undefined) | -6 | 113 | 4 | 2.6 | -13 | -3.0 | -3 | 4.0 | 16 | -1.6 | 21
CCCC(=O)N1CCCC(c2nc(-c3cccs3)no2)C1 (centres undefined) | -19 | 95 | -1 | 1.0 | 15 | -2.2 | -6 | 2.0 | 12 | 0.1 | 17
CCOC(=O)C1(CC2CCCCO2)CCN(S(=O)(=O)c2ccc(C)s2)CC1 (centres undefined) | 3 | 102 | -7 | 4.4 | -5 | -1.5 | -9 | 4.2 | 8 | 1.9 | -16
CN(CCOc1ccc(Br)cc1)CC(=O)Nc1cccc(S(=O)(=O)NC2=NCCC2)c1 | 8 | 93 | 13* | -1.5 | 0 | -2.3 | 19 | 2.5 | 12 | -2.1 | -19
Cc1ccc(CNC(=O)c2cc(Cl)cc(Cl)c2)n1C | 1 | 101 | 2 | -1.1 | -7 | -1.1 | -10 | 0.3 | 5 | 0.6 | 9
CCOc1ccc(N=Cc2c(O)n(-c3cccc(C)n3)c(=O)c3ccccc23)cc1 | -13 | nt | -1 | -1.1 | 1 | -2.6 | -9 | 0.6 | 14 | 0.3 | -2
O=C(CN1C(=O)CCOc2ccccc21)Nc1cccc(S(=O)(=O)N2CCOCC2)c1 | -6 | nt | 6 | 1.0 | -21 | -5.0 | -1 | 2.1 | 19 | 2.6 | 7
COc1ccc(S(=O)(=O)Nc2ccc(Cc3ccncc3)cc2)cc1OC | -8 | 40* | 9 | 2.0 | -37 | 1.6 | -15 | 0.5 | -10 | -1.1 | -8
CN1C(c2ccc(F)cc2)=CS/C1=C(\C#N)c1nnc2n1-c1ccccc1SC2 | -1 | 86 | -8 | -0.2 | 21 | 3.5 | -13 | 3.4 | -22 | 0.1 | 4
O=C(c1ccccc1)N1N=C(c2ccco2)CC1c1cccs1 (centres undefined) | -2 | 105 | -3 | 1.8 | -5 | -2.7 | 0 | 6.9 | 14 | -1.8 | -10
Cc1c(NC(=O)c2nn3c(c2Br)NC(c2ccccc2)CC3C(F)(F)F)c(=O)n(-c2ccccc2)n1C (centres undefined) | 7 | 95 | 1 | 4.5 | -17 | -4.1 | -6 | -0.9 | 22 | 0.3 | -2

Record cards, as listed above.
Listed for CCOC(=O)C1(CC2CCCCO2)CCN(S(=O)(=O)c2ccc(C)s2)CC1 (centres undefined) → PKA-R1A act: 3; Pemphigus Ab inh: 102; HTR5A ag: -7; AddAB inh: 4.4; HTR5A inv ag: -5; OPRM1-OPRD1 ag: -1.5; PfHsp90 yeast 2: -9; phage Ecoli inh: 4.2; OPRM1-OPRD1 inv: 8; E coli growth: 1.9; SUMO Mot1 rescue: -16
Listed for COc1ccc(S(=O)(=O)Nc2ccc(Cc3ccncc3)cc2)cc1OC → PKA-R1A act: -8; Pemphigus Ab inh: 40*; HTR5A ag: 9; AddAB inh: 2.0; HTR5A inv ag: -37; OPRM1-OPRD1 ag: 1.6; PfHsp90 yeast 2: -15; phage Ecoli inh: 0.5; OPRM1-OPRD1 inv: -10; E coli growth: -1.1; SUMO Mot1 rescue: -8

High-throughput results deposited in PubChem by several laboratories.
